# High-throughput results: PubChem BioAssay, several laboratories
# OXTR agonist: agonists of human oxytocin receptor; 320,000 compounds, 0.32% hits; AID 2435; P30559; CHO-OTR cells, Fluo-8 calcium fluorescence; normalized: DMSO 0%, oxytocin 100%; activation, % at 3 µM;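 active = activation above the mean of all tested compounds plus 3 SD, cutoff set per screening run, cut at about 20% in these data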;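 also: peak over basal fluorescence ratio from a 100 s FLIPR kinetic read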
# PHOSPHO1 inh: inhibitors of human PHOSPHO1 phosphatase; AID 1565; 290,000 compounds, 1.1% hits; Q8TCT1; recombinant PHOSPHO1, absorbance phosphatase assay; inhibition, % at 13.3 µM; in the data active = inhibition above about 60%
# GPR7 antag: blocks human GPR7 receptor signaling | P48145 | GPR7-expressing cells, fluorescence antagonist assay | inhibition, % at 4.4 µM | 290,000 compounds, 1.1% hits | AID 1861; in the data active = inhibition above about 16%, passing the limit was not always enough;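 also: cells stimulated with the agonist NPW; 0% = agonist with vehicle and 100% = vehicle without agonist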
# Target sequence (P48145 whole entry, looked up): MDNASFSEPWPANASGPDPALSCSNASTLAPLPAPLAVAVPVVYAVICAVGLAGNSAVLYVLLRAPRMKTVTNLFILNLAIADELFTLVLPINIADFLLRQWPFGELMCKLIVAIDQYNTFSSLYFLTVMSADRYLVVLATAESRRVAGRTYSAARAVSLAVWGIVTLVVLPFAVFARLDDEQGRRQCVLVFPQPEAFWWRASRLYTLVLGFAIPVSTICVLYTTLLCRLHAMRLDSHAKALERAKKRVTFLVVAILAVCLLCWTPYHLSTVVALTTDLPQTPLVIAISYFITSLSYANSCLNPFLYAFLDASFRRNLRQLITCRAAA
# MEKK3 PB1 HTS: raises or lowers MEK5 binding to the human MEKK3 PB1 domain; Q99759; bead-based flow cytometry, Alexa488-MEK5 binding to MEKK3; actives lie on both sides; 0 = blocked by unlabeled MEK5, 100 = vehicle; binding response (% of control), % at 10 µM; 290,000 compounds, 1.4% hits;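 active = binding response more than 3 SD above or below the average of its plate-row segment, actives on both sides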;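 also: Alexa488 bead fluorescence after subtracting the streptavidin-only scavenger bead signal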
# Target sequence (Q99759 whole entry, looked up, the tested form may be a part): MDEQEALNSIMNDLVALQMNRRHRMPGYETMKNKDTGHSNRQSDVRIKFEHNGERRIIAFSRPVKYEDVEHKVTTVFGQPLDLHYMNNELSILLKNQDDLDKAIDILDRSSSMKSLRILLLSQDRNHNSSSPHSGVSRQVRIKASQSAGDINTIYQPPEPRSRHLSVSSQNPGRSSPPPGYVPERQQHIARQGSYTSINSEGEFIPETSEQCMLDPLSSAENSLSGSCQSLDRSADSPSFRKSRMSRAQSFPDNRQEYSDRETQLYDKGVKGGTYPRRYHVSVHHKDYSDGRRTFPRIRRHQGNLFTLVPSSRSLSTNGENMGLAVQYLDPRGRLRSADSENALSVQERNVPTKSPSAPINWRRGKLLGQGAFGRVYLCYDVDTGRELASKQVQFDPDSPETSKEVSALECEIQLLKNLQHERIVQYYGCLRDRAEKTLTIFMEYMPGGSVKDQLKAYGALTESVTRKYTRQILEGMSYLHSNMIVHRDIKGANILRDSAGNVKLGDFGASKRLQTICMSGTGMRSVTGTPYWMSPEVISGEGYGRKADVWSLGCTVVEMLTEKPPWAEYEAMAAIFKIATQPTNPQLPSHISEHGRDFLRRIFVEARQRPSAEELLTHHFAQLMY
# DNA FID counter: displaces DNA intercalator in HCV helicase counter-screen | DNA fluorescent intercalator displacement, fluorescence | inhibition, % at 7.9 µM | 290,000 compounds, 0.17% hits | AID 1845; in the data active = inhibition above about 37%;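 also: 0% = vehicle and 100% = reference compound; higher means more ethidium bromide displaced from hairpin DNA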
# NALP1 inh: blocks the NALP1 inflammasome reconstituted in yeast | 280,000 compounds, 0.61% hits | inhibition, % at 10 µM | S. cerevisiae NALP1/ASC/caspase-1 growth, X-gal OD620, 72 h; in the data active = inhibition mostly above about 24%, no sharp cut-off; inactive = mostly below about 32%; also: some compounds called inactive have numbers as strong as hits
# M18AAP inhibitor: blocks P. falciparum M18 aspartyl aminopeptidase; AID 1822; 290,000 compounds, 1.2% hits; inhibition, % at 7.35 µM; recombinant PfM18AAP, H-Glu-NHMec fluorogenic cleavage;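 active = inhibition above the campaign mean inhibition over all tested compounds plus 3 SD, cut at about 28% in these data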;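 also: 0% = plate median of test compound wells and 100% = 2 mM ZnCl2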
# MEKK2 WT-MEK5: raises or lowers MEK5 binding to wildtype human MEKK2 PB1 domain. binding response (% of control), % at 10 µM. bead flow cytometry, Alexa488-MEK5 binding to MEKK2 WT; actives lie on both sides. AID 1531. 290,000 compounds, 1.1% hits; in the data active = binding response below about 67% or above about 130%
# MEKK2mut PB1 HTS: signal of MEK5 binding to mutant human MEKK2 PB1 domain; bead flow cytometry, Alexa488-MEK5 binding to MEKK2 mutant; percent response, % at 10 µM; 290,000 compounds, 0.35% hits; AID 1530; in the data active = percent response above about 24%, passing the limit was not always enough; also: inactives centre near 1; some results filed as inactive read as strong as hits; reference of the scale not given here
# * hit, by the source's call; · = not tested or not shown.
SMILES,OXTR agonist,PHOSPHO1 inh,GPR7 antag,MEKK3 PB1 HTS,DNA FID counter,NALP1 inh,M18AAP inhibitor,MEKK2 WT-MEK5,MEKK2mut PB1 HTS
Cc1ccc(C)c(N2CCN(C(=O)c3csc(C)c3C)CC2)c1,-1.1,-2.8,6.8,109.0,-30.6,27.3,4.4,115.0,0.0
NC(=O)C1CCN(C(=O)COc2cccc3cccnc23)CC1,-0.2,40.7,-3.8,100.0,-0.5,-11.6,1.1,89.0,-10.0
COc1ccc(C(C)=O)cc1CSc1nnc(-c2ccc(Cl)cc2)n1-c1ccccc1,-2.0,35.2,-13.4,102.0,-14.3,16.6,-0.1,103.0,5.0
C/C(=N\OC(=O)c1ccc(Cl)cc1)c1sc(-c2ccccc2)nc1C,0.2,18.1,-5.2,105.0,3.8,11.9,1.1,105.0,5.0
Cc1[nH]nc2c1C1(CCN(C(=O)c3ccccc3)CC1)C(C#N)=C(N)O2,0.4,-27.4,6.0,101.0,-4.0,-8.3,5.2,101.0,3.0
COc1ccc(C(=O)Nc2cc3c(cc2Cl)OCCCO3)cc1,-1.3,14.1,1.1,99.0,-10.0,-7.9,4.1,99.0,13.0
CCSc1oc(-c2ccccc2)nc1S(=O)(=O)c1ccccc1,-1.5,-22.8,-4.8,97.0,-10.7,9.1,-23.2,95.0,-2.0
O=C(CNS(=O)(=O)c1cccc2nsnc12)NCCc1ccccc1,-0.2,12.7,-17.4,107.0,-4.4,6.5,-2.3,108.0,2.0
CC(C)(C)c1ccc(C(=O)Nc2nonc2-c2nc3ccccc3[nH]2)cc1,0.2,-3.2,2.0,97.0,-2.1,-2.4,3.6,99.0,5.0
O=C(Nc1ccccc1)C1=C[C@@H](C2CCCCC2)C[C@@H](OCc2ccc(CO)cc2)O1,-0.9,51.7,11.3,103.0,-25.4,-19.0,4.2,98.0,-7.0
Cc1nn(-c2ccc(N3CCCCC3)nn2)c(C)c1CCC(=O)Nc1cccc(F)c1,1.8,7.9,-28.7,99.0,-38.8,8.6,0.1,96.0,0.0
COc1ccc(/C=C/C(=O)Nc2cccc(C(C)=O)c2)cc1,3.5,0.0,5.6,102.0,-7.2,34.5,-0.2,101.0,-2.0
O=[N+]([O-])c1cc(S(=O)(=O)Nc2ccccc2)ccc1N1CCN(c2ccccc2)CC1,1.1,13.2,-5.6,97.0,5.8,32.9,-0.4,115.0,1.0
Cn1ccnc1SCC(=O)c1ccc2ccccc2c1,-1.4,4.0,6.7,94.0,-1.5,16.0,-1.2,96.0,-5.0
COc1ccc(-c2nnc(SCC(=O)N3CCCc4ccccc43)o2)cc1OC,-1.0,5.1,6.8,94.0,-2.9,-76.2,5.2,96.0,0.0
Cc1cc(C(=O)OCC(=O)N(C)C2CCS(=O)(=O)C2)c(C)n1-c1ccccc1 (configuration not stated),0.2,4.6,1.1,91.0,-18.3,-3.4,2.3,94.0,-8.0
O=C1CC(Nc2ccccc2)C(=O)N1c1ccc(N2CCOCC2)cc1 (configuration not stated),1.0,-11.1,-10.8,106.0,-4.2,7.9,2.4,111.0,8.0
Cc1cn(C)c(=O)n(C)c1=O,0.4,31.7,-12.9,103.0,0.9,3.7,-0.3,105.0,1.0
Cc1ccc(NC(=O)c2cc3ccccc3o2)cc1S(=O)(=O)N(C)C,·,7.4,10.9,109.0,-2.2,17.1,-0.3,102.0,1.0
Cc1ccc(C(=O)Nc2nc(COc3ccccc3)cs2)s1,3.8,-19.7,12.0,112.0,0.1,·,0.9,117.0,9.0
COc1ccc(-c2nc(C(F)(F)F)c(OC)o2)cc1OC,-1.5,7.4,-7.5,115.0,-6.2,34.2,6.2,107.0,-1.0
O=C(/C=C/c1ccc(O)cc1)c1ccc(NC2=C(N3CCCCC3)C(=O)c3ccccc3C2=O)cc1,2.7,51.0,-16.1,74.0,-1.9,7.0,8.5,69.0,-12.0
CCCCCn1c(CNC(=O)CCC)nc2ccccc21,-2.4,1.2,-8.9,102.0,-16.2,·,6.2,101.0,10.0
Cc1c(Cl)cccc1NC(=O)c1cc(-c2ccco2)on1,-0.7,27.9,-8.1,103.0,-6.2,20.4,-12.8,103.0,3.0
COc1cc(/C=N/NC(=O)NC23CC4CC(CC(C4)C2)C3)ccc1O,-1.3,28.6,-14.4,105.0,-23.0,10.4,8.6,99.0,2.0
CC1CCN(C(=O)CSc2nnc3c(n2)[nH]c2ccccc23)CC1,2.0,37.0,1.8,104.0,-21.1,2.0,-3.1,102.0,3.0
CCc1ccc(NC(=O)CCC(=O)Nc2nnc(C(F)(F)F)s2)cc1,0.0,52.6,-0.9,103.0,-4.1,2.8,0.1,106.0,17.0
CN(O)/C=C/C(=O)c1ccc(Br)cc1,-0.7,-39.7,0.5,97.0,-1.3,-16.0,1.2,94.0,-1.0
NC(=O)NC(=O)CSc1nnc(-c2ccc(Cl)cc2)n1CC1CCCO1 (configuration not stated),0.7,12.3,6.4,100.0,-6.4,6.9,-4.1,91.0,-7.0
O=C1/C(=C/c2ccccc2Cl)SC(=S)N1CCCC(=O)N(CCO)c1ccccc1,-0.9,32.7,-15.7,108.0,-34.0,11.2,-0.4,108.0,6.0

# The list goes on (2 carried over from the part before).
SMILES,OXTR agonist,PHOSPHO1 inh,GPR7 antag,MEKK3 PB1 HTS,DNA FID counter,NALP1 inh,M18AAP inhibitor,MEKK2 WT-MEK5,MEKK2mut PB1 HTS
NC(=O)NC(=O)CSc1nnc(-c2ccc(Cl)cc2)n1CC1CCCO1 (configuration not stated),0.7,12.3,6.4,100.0,-6.4,6.9,-4.1,91.0,-7.0
O=C1/C(=C/c2ccccc2Cl)SC(=S)N1CCCC(=O)N(CCO)c1ccccc1,-0.9,32.7,-15.7,108.0,-34.0,11.2,-0.4,108.0,6.0
O=C(NC1CC2CCCC(C1)N2C(=O)Nc1ccccc1F)C1CC1 (configuration not stated),1.0,6.3,-3.5,102.0,-3.5,7.8,1.5,103.0,7.0
O=C(O)c1ccc(NS(=O)(=O)/C=C/c2ccccc2)cc1O,0.7,13.3,-10.5,104.0,-14.1,7.4,1.6,107.0,3.0
CCCCC1OC2(C)OC(=N)C1(C#N)C(C#N)(C#N)C2c1ccccc1 (configuration not stated),0.3,-14.5,-10.1,102.0,-1.0,21.3,2.8,114.0,11.0
CCCCc1ccc(NC(=O)COCC)cc1,-1.9,-17.8,-5.8,105.0,-7.0,8.4,-10.7,108.0,7.0
CC1CCCCN1Cc1ccc(N)cc1 (configuration not stated),1.2,-29.1,2.3,102.0,1.8,0.3,-13.1,101.0,2.0
CC(C)CN(C(=O)CCC(=O)OCC(=O)c1ccc(F)c(F)c1)c1c(N)n(CC(C)C)c(=O)[nH]c1=O,-0.1,-18.4,-5.7,103.0,-35.7,6.9,0.5,104.0,5.0
Cc1ccccc1-c1nc2cc(NC(=O)C3CC3)ccc2o1,-0.8,5.3,-12.3,106.0,-18.7,19.7,2.4,106.0,3.0
CCCCN(C)CCCNC(=O)CN1C(=O)COc2ccc(S(=O)(=O)N3CCOCC3)cc21,1.1,54.7,-8.5,101.0,5.4,4.4,5.0,102.0,3.0
COc1ccc(N(CN2C(=O)c3ccccc3C2=O)C(=O)COc2ccc(Cl)cc2Cl)cc1,-0.3,6.6,0.0,100.0,-1.6,17.0,-0.9,101.0,5.0
Cc1ccccc1-c1nnc(NC(=O)c2cc3ccccc3oc2=O)s1,·,-3.7,-12.2,110.0,-10.6,36.4,-0.9,96.0,7.0
CC(C)(C)c1ccc(O)c(/C=N\O)c1,-1.6,11.5,-15.4,91.0,-5.7,10.9,2.8,96.0,-3.0
COc1ccccc1C(=O)N/N=C(\C)CC(=O)Nc1ccc2c(c1)OCCO2,-1.0,31.9,3.0,104.0,-10.0,-6.7,3.0,111.0,6.0
CC(C)C(=O)Nc1ccc(C(=O)N2CCCCCC2)cc1,1.2,-2.0,16.7,103.0,-17.6,6.7,3.8,103.0,2.0
COc1ccc(CCC(C)Nc2ccccc2F)cc1 (configuration not stated),-1.7,8.3,-12.2,91.0,-2.6,30.9,-4.4,92.0,-3.0
C=CCOc1ccc(Br)cc1CNCCO,1.4,32.5,-9.8,100.0,5.8,13.5,-15.4,96.0,-4.0
Cc1cc(C)nc(SC2CCCCC2NS(=O)(=O)c2ccc(Cl)cc2)n1 (configuration not stated),-3.5,-9.4,-7.8,123.0,-23.3,15.3,-1.2,103.0,0.0
CCNc1nc(NCC)n2c(SC(C(=O)Nc3cc(C)ccc3C)c3ccccc3)nnc2n1 (configuration not stated),-2.4,16.5,-10.7,94.0,-14.7,31.7,-9.9,94.0,-5.0
O=C1COc2ccc(C(=O)COC(=O)CCSc3ccc(Cl)cc3)cc2N1,2.9,21.3,3.9,101.0,-6.6,-25.7,-2.1,101.0,-1.0
O=C(CSc1nnc2ccccn12)Nc1nsc(-c2ccccc2)n1,-0.7,-5.1,9.3,99.0,-2.5,36.3,0.6,95.0,-2.0
CC1CC(C)CN(C(=O)CCCn2c(=S)[nH]c3ccccc3c2=O)C1 (configuration not stated),-0.9,45.6,2.7,104.0,-23.8,-1.2,0.2,97.0,0.0
CC(C)(C)c1ccc(OCCCNCc2ccccc2)cc1,6.0,-13.6,3.2,102.0,18.8,43.0,-5.7,125.0,6.0
CCOc1ccccc1NC(=O)CN1C(=O)CSC(C)C1=O (configuration not stated),-0.5,64.7*,-14.7,98.0,0.1,-9.2,0.4,94.0,1.0
Cc1ccc(C)c(-c2nnc(NC(=O)Cc3ccc(F)cc3)o2)c1,-0.2,10.6,0.7,102.0,-16.3,1.0,4.0,101.0,9.0
O=C(N=C1SC2CS(=O)(=O)CC2N1c1ccc(F)c(Cl)c1)C1CCCO1 (configuration not stated),-0.4,24.0,-4.5,101.0,-3.6,5.1,-8.7,107.0,9.0
COc1ccc(OC)c(-c2nc3ccccc3nc2-c2ccccc2)c1,-3.1,16.2,10.8,97.0,-18.7,18.5,5.0,95.0,7.0
Cc1nc(CCNC(=O)C2CCC(=O)N(Cc3ccc(Cl)cc3)C2)sc1C (configuration not stated),·,36.0,-2.6,106.0,-36.6,13.5,1.4,104.0,5.0
COc1ccc(C(O)c2nccn2Cc2ccccc2)cc1 (configuration not stated),1.2,37.9,-4.6,103.0,-4.8,5.0,8.4,108.0,3.0

# 7 entries already listed, ordered by molecular weight, ascending.
SMILES,OXTR agonist,PHOSPHO1 inh,GPR7 antag,MEKK3 PB1 HTS,DNA FID counter,NALP1 inh,M18AAP inhibitor,MEKK2 WT-MEK5,MEKK2mut PB1 HTS
COc1ccc(C(O)c2nccn2Cc2ccccc2)cc1 (configuration not stated),1.2,37.9,-4.6,103.0,-4.8,5.0,8.4,108.0,3.0
COc1ccc(OC)c(-c2nc3ccccc3nc2-c2ccccc2)c1,-3.1,16.2,10.8,97.0,-18.7,18.5,5.0,95.0,7.0
O=C(CSc1nnc2ccccn12)Nc1nsc(-c2ccccc2)n1,-0.7,-5.1,9.3,99.0,-2.5,36.3,0.6,95.0,-2.0
Cc1nc(CCNC(=O)C2CCC(=O)N(Cc3ccc(Cl)cc3)C2)sc1C (configuration not stated),·,36.0,-2.6,106.0,-36.6,13.5,1.4,104.0,5.0
Cc1cc(C)nc(SC2CCCCC2NS(=O)(=O)c2ccc(Cl)cc2)n1 (configuration not stated),-3.5,-9.4,-7.8,123.0,-23.3,15.3,-1.2,103.0,0.0
O=C(N=C1SC2CS(=O)(=O)CC2N1c1ccc(F)c(Cl)c1)C1CCCO1 (configuration not stated),-0.4,24.0,-4.5,101.0,-3.6,5.1,-8.7,107.0,9.0
CCNc1nc(NCC)n2c(SC(C(=O)Nc3cc(C)ccc3C)c3ccccc3)nnc2n1 (configuration not stated),-2.4,16.5,-10.7,94.0,-14.7,31.7,-9.9,94.0,-5.0
